ERG-DNA inh = qHTS for Small Molecule Inhibitors of the ERG Ets/DNA interaction; Transcriptional regulator ERG (Homo sapiens), P11308; fluorescence polarization, His-ERG Ets domain / labelled DNA; Potency, µM (highest dose often 76.9 µM), inactives show top-dose FP activity, negative = inhibition, hits mostly inhibitors; 370,000 compounds, 0.028% hits; AID 624246, 2012; active means well fitted inhibition curve with a large enough effect in the polarisation, with a control signal flat; inconclusive means small, poorly fitted or top-dose-only effect, or effect the other way, or a change in a side signal; inactive means no such curve, though single readings can be large or run the other way; the % refers to the polarisation;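 further: polarization taken with two DNA probes labelled with fluorescein and Texas red; potency means the concentration at half of the fitted maximal effect; % of control where 0% means no effect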
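His-tagged ERG Ets domain (1 uM in the protein solution; 300mM KCl, 50mM Tris-HCl, 1mM EDTA, 1mM DTT, pH 7.5) received compound, then a probe mix of 5 nM fluorescein-DNA and 100nM Texas-615-DNA. Fluorescence polarization was read for both dyes.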
TRHR agonist = qHTS for Small Molecule Agonists and Allosteric Enhancers of Human TRH Receptor: Primary Screen for Agonists; Thyrotropin-releasing hormone receptor (Homo sapiens), P34981; TRHR cells, calcium flux fluo-8, FDSS agonist mode; activation, % at 2 µM; 360,000 compounds, 0.18% hits; AID 493084, 2011; in the data active means activation above about 30%; further: 0% is about no effect
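Steps: seed TRHR cells overnight; add fluo-8 no-wash Ca dye, RT 30 min–1.5 h; record 10 s baseline; pin-transfer compounds; monitor fluorescence 1 cycle/s for the agonist window. Calcium increases flag candidate agonists.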
POLK inh = qHTS for Inhibitors of Polymerase Kappa. DNA polymerase kappa (Homo sapiens), Q9UBT6. purified Pol kappa, fluorescent DNA synthesis assay, 10 min. Potency, µM (highest dose often 107 µM), inactives show top-dose activity, negative = inhibition, hits mostly inhibitors. 400,000 compounds, 0.53% hits; further: potency means the concentration at half of the fitted maximal effect; on the % scale 0 is the no-effect control and ±100 the full control effect
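Kinetic fluorescence readout at 0 and 10 min followed reaction start with substrate at 50 nM final. Beforehand, enzyme (10 nM Pol kappa) stood 15 min with compound at room temperature; buffer-only wells were negative controls.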
Pol iota inh = qHTS for Inhibitors of Polymerase Iota; 390,000 compounds, 1% hits; DNA polymerase iota (Homo sapiens), Q9UNA4; Pol iota fluorescent replication assay, 10 min; AID 588590, 2011; Potency, µM (series often up to 115 µM), for the others: at the highest dose activity, negative = inhibition, most hits filed as inhibitors; further: potency means the concentration at half of the fitted maximal effect
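Pol iota at 10 nM preincubated 15 min with compounds at room temperature; reaction started with fluorescent substrate, 50 nM final. Fluorescence read kinetically at 0 and 10 min; buffer-only wells as negative control.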
12-LOX inh = Primary qHTS assay for inhibitors of human arachidonate 12S-lipoxygenase (ALOX12): Round 2; purified 12hLO, xylenol orange hydroperoxide absorbance; Potency, µM (series often up to 108 µM), for the others: at the top dose activity change, negative = inhibition, usual class: inhibitors; 580,000 compounds, 1.1% hits; AID 1671190, 2021; further: potency means the concentration at half of the fitted maximal effect; on the % scale 0 is the no-effect control and ±100 the full control effect
Target sequence (P18054 whole entry, looked up): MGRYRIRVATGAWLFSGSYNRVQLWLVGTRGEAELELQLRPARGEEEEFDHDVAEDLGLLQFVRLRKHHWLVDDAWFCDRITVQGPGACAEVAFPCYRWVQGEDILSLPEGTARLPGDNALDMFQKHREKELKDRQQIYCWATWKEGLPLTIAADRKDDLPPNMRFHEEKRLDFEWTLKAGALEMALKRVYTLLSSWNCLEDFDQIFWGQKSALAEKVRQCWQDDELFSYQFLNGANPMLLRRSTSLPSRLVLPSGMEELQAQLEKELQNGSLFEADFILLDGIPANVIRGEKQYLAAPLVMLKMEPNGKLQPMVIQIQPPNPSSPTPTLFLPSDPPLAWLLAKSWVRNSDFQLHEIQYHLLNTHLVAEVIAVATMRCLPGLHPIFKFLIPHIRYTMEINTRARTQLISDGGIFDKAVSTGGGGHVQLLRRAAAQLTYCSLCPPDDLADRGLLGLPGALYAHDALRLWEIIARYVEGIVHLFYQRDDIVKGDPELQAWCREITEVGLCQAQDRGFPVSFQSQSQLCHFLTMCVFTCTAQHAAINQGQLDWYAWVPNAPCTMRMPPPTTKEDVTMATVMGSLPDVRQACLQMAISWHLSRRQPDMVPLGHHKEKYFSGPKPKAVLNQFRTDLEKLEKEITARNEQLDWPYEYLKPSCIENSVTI
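Hydroperoxide product was detected by ferrous iron/xylenol orange as the 573 to 405 nm absorbance ratio. Arachidonic acid at 40 uM (final) was turned over for 30 min at room temperature by 150 nM human 12hLO, pH 7.0 Hepes buffer, after 15 min compound preincubation.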
Anesthetic bind = qHTS Assay for Identification of Novel General Anesthetics; Ferritin light chain (Equus caballus), P02791; apoferritin/1-aminoanthracene competitive binding, fluorescence; Potency, µM (titrated, usually from 77.5 µM), for inactives: at the top dose activity change, negative = displacement, most hits filed as inhibitors; 350,000 compounds, 0.074% hits; AID 485281, 2010; further: potency means the concentration at half of the fitted maximal effect; on the % scale 0 is the no-effect control and ±100 the full control effect; nearly all actives have a fitted effect of over 20% in size
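Probe: 1-aminoanthracene (50% saturated, PBS). Protein: horse-spleen apoferritin, 10 uM. Incubation: 10 min, room temperature. Detection: 380 nm excitation, 535 nm emission. Analysis: normalized response, four-parameter Hill.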
APE1 inh = qHTS Assay for Inhibitors of the Human Apurinic/apyrimidinic Endonuclease 1 (APE1). 350,000 compounds, 0.35% hits. recombinant APE1, TAMRA/BHQ-2 abasic DNA cleavage fluorescence. DNA repair nuclease/redox regulator APEX1 (Homo sapiens), P27695. Potency, µM (titrated, usually from 65.8 µM), for inactives: at the highest dose activity change, negative = inhibition, usual class: inhibitors;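 further: potency means the concentration at half of the fitted maximal effect; plate controls were vehicle for no effect and reference inhibitor for full effect; nearly all actives have a fitted effect of over 55% in size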
Target sequence (P27695 whole entry, looked up): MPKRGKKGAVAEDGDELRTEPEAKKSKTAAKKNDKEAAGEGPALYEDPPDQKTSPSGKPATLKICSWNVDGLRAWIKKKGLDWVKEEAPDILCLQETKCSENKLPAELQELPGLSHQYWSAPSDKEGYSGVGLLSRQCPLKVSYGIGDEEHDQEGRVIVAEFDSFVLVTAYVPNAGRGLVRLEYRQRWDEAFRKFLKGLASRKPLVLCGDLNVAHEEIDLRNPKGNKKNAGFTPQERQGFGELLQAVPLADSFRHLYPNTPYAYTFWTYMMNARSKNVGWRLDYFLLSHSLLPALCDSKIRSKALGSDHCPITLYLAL
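Measures dequenching upon AP-site incision of a 5'-TAMRA/3'-BHQ-2 THF-containing duplex, 50 nM; human APE1 0.75 nM after 15 min room-temperature exposure to compound; kinetic three-point read at one-minute spacing.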
POLB inh = qHTS Assay for Inhibitors of DNA Polymerase Beta | AID 485314, 2010 | Pol beta primer extension/strand displacement, fluorescence kinetic | Potency, µM (doses to about 114 µM), for the others: at the top dose activity change, negative = inhibition, usual class: inhibitors | 340,000 compounds, 1.3% hits; further: potency means the concentration at half of the fitted maximal effect; on the % scale 0 is the no-effect control and ±100 the full control effect
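Human Pol beta at 10 nM; strand-displacement substrate 50 nM final. Compound exposure 15 min at room temperature before start, reaction 10 min at room temperature.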
BLM inh = qHTS Assay for Inhibitors of Bloom's syndrome helicase (BLM). Potency, µM (top dose mostly 56.1 µM), inactives show top-dose activity change, negative = inhibition, actives largely listed as inhibitors. AID 2528, 2010. recombinant BLM DNA unwinding, fluorescence dequenching. RecQ-like DNA helicase BLM (Homo sapiens), P54132. 350,000 compounds, 0.2% hits;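 further: potency means the concentration at half of the fitted maximal effect; plate controls were vehicle for no effect and no enzyme for full effect; nearly all actives have a fitted effect of over 35% in size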
* hit, by the source's call; u = inconclusive; x = no result given; & = joins results of further samples; [ ] = dose if it differs, or a comment. Unless noted, the call rests on the fitted dose curve; in most records, active means well fitted curve in the direction sought with a large enough effect; inconclusive means small, poorly fitted or top-dose-only effect, or another doubt; inactive means no such curve, though single readings can be large; an effect the other way counts as inactive or inconclusive. Not all compounds are listed (hit frequency here may not be typical).

The opening 2 records as a preview:
1. CCOc1cccc(SCc2noc(C(=O)NCCOC)c2C(=O)O)c1
2. COc1ccc(NC(=O)C2CCN(S(=O)(=O)c3ccc4c(c3)CCCC(=O)N4)CC2)cc1OC
Assay by compound	1	2
ERG-DNA inh	2%	3%
TRHR agonist	-2.3	-0.1
POLK inh	-12%	-2%
Pol iota inh	-11%	15%
12-LOX inh	-26%	0%
Anesthetic bind	-8%	-1%
APE1 inh	-2%	x
POLB inh	9%	9%
BLM inh	0%	-6%

The whole of this part (from the top)
1. CCOc1cccc(SCc2noc(C(=O)NCCOC)c2C(=O)O)c1
2. COc1ccc(NC(=O)C2CCN(S(=O)(=O)c3ccc4c(c3)CCCC(=O)N4)CC2)cc1OC
3. Cc1cc2oc(C(=O)Nc3ccc(S(N)(=O)=O)cc3)cc(=O)c2cc1C
4. CC(CNC(=O)c1cc(-c2ccccc2)n[nH]1)c1ccccc1 (centres undefined)
5. CCOC(=O)c1nc(Nc2ccccc2OC)c2ccccc2n1
6. CC(=O)N(O)CCCCCNC(=O)CCC(=O)N(O)CCCCCNC(=O)CCC(=O)N(O)CCCCCNC(=O)CCC(=O)O
7. COc1ccc(NC(=O)C(c2ccccc2)N(C)C(=O)c2ccc(=O)[nH]c2)cc1 (centres undefined)
8. COc1ccc(NC(=O)CCc2nc3c(C)nn(-c4ccc(C)cc4)c3n(C)c2=O)cc1
Assay by compound	1	2	3	4	5	6	7	8
ERG-DNA inh	2%	3%	8%	-1%	-5%	6%	-1%	3%
TRHR agonist	-2.3	-0.1	0.2	-0.3	-1.0	x	0.5	0.3
POLK inh	-12%	-2%	0%	-14%	-4%	-1%	-8%	-7%[60.1 µM]
Pol iota inh	-11%	15%	24%	26%	2%	8%	9%	-15%
12-LOX inh	-26%	0%	u	-3%	-5%	u	-20%	-20%
Anesthetic bind	-8%	-1%	5%	u	-4%	x	2%	-9%
APE1 inh	-2%	x	x	x	x	4%	0%	x
POLB inh	9%	9%	-8%	16%	0%	x	40%	6%
BLM inh	0%	-6%	-7%	-3%	0%	x	2%	-4%

9. Cc1cc(C)n(S(=O)(=O)c2ccc(C)c(C)c2C)n1
10. CSc1ccc(S(=O)(=O)NCCCOC(C)C)cc1
11. Cc1cccc(-n2c(Cn3nc(C)c([N+](=O)[O-])c3C)n[nH]c2=S)c1
12. CCOc1ccccc1NC(=O)N1CCCC1C(=O)Nc1ccc(-n2cnnn2)c(C)c1 (centres undefined)
13. Cc1ccc(Sc2cc(N3CCOCC3)nc(-c3ccccc3)n2)cc1
14. COc1ccc(NC(=O)c2ccc(N3C(=O)C4CC=C(Cl)CC4C3=O)cc2)cc1 (centres undefined)
15. C=CCC1NS(=O)(=O)OC(CCc2ccccc2)C1O (centres undefined)
16. COCCn1c(C)cc(C(=O)Cn2nc(C(=O)O)c3ccccc3c2=O)c1C
Assay by compound	9	10	11	12	13	14	15	16
ERG-DNA inh	2%	-14%	-1%	-1%	7%	9%	0%	-1%
TRHR agonist	-1.6	-1.2	0.2	-0.3	1.1	0.6	0.0	-0.3
POLK inh	-5%	-4%	-7%	-5%	-1%	-15%	-7%	-14%
Pol iota inh	15%	54%[activator]	5%	3%	10%	u	24%	18%
12-LOX inh	-9%	x	u	-11%	386%[activator]	-8%	-9%	-6%
Anesthetic bind	-10%	-16%	-10%	0%	-9%	-5%	3%	u
APE1 inh	-2%	-9%	26%	-7%	6%	1%	5%	-1%
POLB inh	0%	16%	22%	-14%	6%	u	22%	15%
BLM inh	-2%	-2%	-2%	-3%	-8%	-4%	0%	-4%

17. C=CCn1c(Cc2cccs2)nnc1SC/C=C/c1ccccc1
18. Cc1c(N=Cc2ccc(Br)s2)cccc1[N+](=O)[O-]
19. CCCCc1nn2c(=O)cc(COC(=O)c3cccc(NC(=O)c4cccc(C)c4)c3)nc2s1
20. Cc1cc(C)c(CN2CCN(Cc3ccc(C)o3)C(CCO)C2)c(-n2cccn2)c1 (centres undefined)
21. Cc1ccc(CCNC(=O)c2ccc(CS(=O)(=O)Cc3ccc(F)cc3)o2)cc1
22. Cc1ccc(NS(=O)(=O)c2cc(C(=O)N3CCOCC3)ccc2C)cc1
23. COC(=O)NCC(c1cccnc1)N1CCN(c2ccccc2)CC1 (centres undefined)
24. O=C(CCC(=O)N1CCN(c2ccccc2)CC1)Nc1nnc(C2CCCCC2)s1
Assay by compound	17	18	19	20	21	22	23	24
ERG-DNA inh	6%	1%	-9%	-1%	0%	x	-3%	6%
TRHR agonist	-0.7	1.0	0.0	-1.6	-0.2	-0.3	-0.4	0.6
POLK inh	-8%	1%	-1%[60.1 µM]	-4%	-22%	-1%	-8%	-4%
Pol iota inh	22%	11%	14%	147%[activator]	u	16%	u	-17%[58.9 µM]
12-LOX inh	15%	0%	-8%	-2%	0%	-5%[57.4 µM]	25%	u
Anesthetic bind	u	-14%	4%	-2%	-8%	-4%	-1%	-9%
APE1 inh	-1%	15%	x	8%	35%	0%	-2%	-1%
POLB inh	-23%	-11%	-1%	0%	-4%	16%	10%	5%
BLM inh	-3%	0%	1%	3%	0%	1%	3%	-7%

25. CCn1nc(C)cc1C(=O)N1CCCC(CCC(=O)NCc2ccccc2F)C1 (centres undefined)
26. CCCCc1ccc(S(=O)(=O)N2CCN(C(=O)c3ccco3)CC2)cc1
27. Cc1ccc(Cn2c(=O)n(CCc3ccc(Cl)cc3)c(=O)c3ccccc32)cc1
28. CC1CCCCN1C(=O)c1ccc2c(c1)N(Cc1ccc(Cl)cc1)C(=O)c1ccccc1S2=O (centres undefined)
29. COc1ccc(NC(=O)CSc2n[nH]c(-c3ccncc3)n2)c([N+](=O)[O-])c1
30. CC(C)(C)OC(=O)N1C[C@H](O)C[C@H]1C(=O)OCC(=O)c1ccc([N+](=O)[O-])cc1
31. O=C(Nc1ccccc1)c1cccc(N2C(=O)C3C4CC(C(Br)C4Br)C3C2=O)c1 (centres undefined)
32. Cc1nn(CC(=O)NCc2ccc(Cl)cc2)c(C)c1[N+](=O)[O-]
Assay by compound	25	26	27	28	29	30	31	32
ERG-DNA inh	2%	13%	-13%	-5%	3%	15%	10%	1%
TRHR agonist	0.1	-0.1	0.4	1.0	0.2	1.4	0.7	-1.3
POLK inh	-8%	-1%	0%	-5%	-5%	-14%	-11%	-4%
Pol iota inh	-16%	5%	12%	-13%	23%	15%	11%	29%
12-LOX inh	3%	-19%	-14%	-2%	-11%	11%	3%	-18%
Anesthetic bind	-5%	-7%	-1%	u	-12%	9%	-15%	-3%
APE1 inh	7%	-2%	x	x	-5%	-3%	4%	-2%
POLB inh	-6%	83%	23%	3%	27%	4%	7%	21%
BLM inh	-2%	0%	-2%	-5%	1%	-13%	-8%	-5%

33. COc1ccc(-c2cc3c(=O)n(CC(=O)Nc4cc(F)ccc4F)ccn3n2)cc1OC
34. O=C(Cc1c[nH]c2ccccc12)Nc1ccc(N2CCOCC2)cc1
35. COC(=O)c1ccc(COc2cccc(C)c2C)cc1
36. CCCNC(=O)C(=O)Nc1ccc(N(C)C)cc1
37. Cc1ccccc1OCC(=O)Nc1ccccc1-c1ccccc1NC(=O)COc1ccccc1C
38. CCCc1cnc2c(c1SCc1cccc(C)c1)c(=O)n(C)c(=O)n2C
39. C#CCOCCOCCOCCNc1nc(N2CCN(C(=O)Cn3cc(CCCN=C(N)N)nn3)CC2)nc(N2CCN(C(=O)[C@H]([C@@H](C)CC)n3cc(CCCCN)nn3)CC2)n1
40. O=C(NC1CCCC1)c1ccc(CSc2nc3ccncc3n2Cc2ccc(F)cc2)cc1
41. COc1cccc2sc(Nc3nc(C)c(C(C)=O)s3)nc12
Assay by compound	33	34	35	36	37	38	39	40	41
ERG-DNA inh	-1%	-8%	5%	-3%	0%	3%	-6%	5%&-2%	3%
TRHR agonist	0.1	1.7	-0.4	0.0	0.0	-0.1	-0.2	-0.2&0.4	-0.8
POLK inh	-4%[60.1 µM]	4%	-2%	-16%	-15%	-7%[60.1 µM]	-8%	-10%&-8%	4%
Pol iota inh	13%	39%[activator]	64%[activator]	-5%	1%	5%	u	42%&4%[activator]	-4%
12-LOX inh	-23%	-9%	5%	35%[activator]	-27%	u	1%	1%&-1%	32%[activator]
Anesthetic bind	-2%	-12%	-15%	-9%	-16%	-13%	x	-7%&-6%	-1%
APE1 inh	x	0%	-5%	1%	1%	x	38%	0%	4%
POLB inh	27%	-14%	28%	17%	6%	-1%	x	0%&0%	1%
BLM inh	-3%	-7%	-6%	-3%	-6%	-4%	x	-1%&1%	-3%
